TCR activator = Activators of T cell receptors: qHTS campaign. AID 504894, 2011. Potency, µM (top dose mostly 9.22 µM), inactives show top-dose activation of IL-2 secretion, hits mostly activators. 330,000 tested, under 10 active. primary human leukocytes, anti-CD3, IL-2 HTRF, 48 h; also: % of control where 0% means no effect
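Primary human leukocytes receive a-CD3 beads and test compound and are incubated 48 hr. Secreted IL-2 is then assayed by HTRF, measuring 665nm acceptor emission after 320nm excitation of the europium donor.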
TSHR antagonist = Antagonists of the Thyroid Stimulating Hormone Receptor: HTS campaign | 330,000 compounds, 0.2% hits | AID 504810, 2011 | TSHR-expressing cells, TSH-stimulated cAMP HTRF, 2 h; active compounds read low | activity change, negative = inhibition, % at 11.5 µM;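 active = activity change below a set negative limit, meaning inhibition stronger than a set level, cut at about -70% in these data; inconclusive = activity change between two set negative limits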; also: % is scaled to controls: 0 for no effect and ±100 for the full control effect
Target sequence (P16473 whole entry, looked up): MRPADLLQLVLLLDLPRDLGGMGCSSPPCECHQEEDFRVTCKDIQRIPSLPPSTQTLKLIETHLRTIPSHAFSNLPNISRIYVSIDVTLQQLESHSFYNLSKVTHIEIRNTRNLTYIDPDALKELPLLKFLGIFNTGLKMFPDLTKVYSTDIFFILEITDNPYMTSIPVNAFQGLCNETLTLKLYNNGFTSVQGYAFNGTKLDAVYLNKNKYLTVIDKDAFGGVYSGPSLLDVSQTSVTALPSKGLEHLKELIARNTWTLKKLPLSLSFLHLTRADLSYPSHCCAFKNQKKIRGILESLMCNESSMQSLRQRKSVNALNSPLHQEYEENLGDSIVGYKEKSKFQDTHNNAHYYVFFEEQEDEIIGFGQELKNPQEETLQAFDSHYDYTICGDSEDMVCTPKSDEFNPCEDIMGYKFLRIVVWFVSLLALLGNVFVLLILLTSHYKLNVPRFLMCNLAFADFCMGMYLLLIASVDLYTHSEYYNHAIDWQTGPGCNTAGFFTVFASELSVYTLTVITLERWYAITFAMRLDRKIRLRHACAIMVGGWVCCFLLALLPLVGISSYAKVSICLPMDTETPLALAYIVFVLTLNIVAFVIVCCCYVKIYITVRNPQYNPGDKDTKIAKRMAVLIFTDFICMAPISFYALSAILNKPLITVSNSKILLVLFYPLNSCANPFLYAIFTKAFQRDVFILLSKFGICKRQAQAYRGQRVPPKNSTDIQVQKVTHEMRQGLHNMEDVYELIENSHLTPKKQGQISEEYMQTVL
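Freshly harvested TSHR cells receive pin-tooled compound, then EC80 TSH at 4nM final. After 2 hours at 37 deg C, antibody in lysis buffer and cAMP-d2 are added; 30 minutes at ambient temperature precede the HTRF read.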
CXXC DNA block = qHTS Fluorescence Polarization Assay for Inhibitors of MLL CXXC domain - DNA interaction; Potency, µM (series often up to 115 µM), for the others: at the highest dose activity change, negative = inhibition, actives largely listed as inhibitors; MLL-CXXC / FITC-HOXA9 DNA fluorescence polarization; 290,000 compounds, 0.037% hits; active = well fitted inhibition curve with a large enough effect in the polarisation, with a control signal flat, not every such curve was filed as active; inconclusive = small, poorly fitted or top-dose-only effect, or effect the other way, or a change in a side signal; inactive = no such curve, though single readings can be large or run the other way; the % refers to the polarisation; also: potency is read from the fitted curve at half-maximal effect
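Steps: dispense CXXC domain solution (7 uM) → pin compounds or unlabeled HOX-A9 DNA control → 5 min ambient → add FLSN-HOX-A9 solution (50 nM) → spin → 30 min ambient → fluorescence polarization. Tris pH 7.5/NaCl/DTT/BSA buffer.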
KCNH2 WT inh = qHTS for Inhibitors of KCHN2 3.1: Wildtype qHTS; activity change, % at 1.84 µM; 340,000 compounds, 0.37% hits; U2OS, BacMam KCNH2, thallium flux FluxOr; active compounds read low;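 active = maximum activity change below -70%; inconclusive = maximum activity change between -70% and -50%; inactive = maximum activity change above -50%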; also: % is scaled to controls: 0 for no effect and ±100 for the full control effect
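U2OS cells were transduced with wild-type KCNH2 virus (2.03 x 10^8 / mL) for 4 h at room temperature, then cultured overnight at 37 C. Thallium flux was read with FluxOr dye. Rate constants were normalized to DMSO controls.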
Giardia kill = Small Molecules that selectively kill Giardia lamblia: qHTS; 340,000 compounds, 0.15% hits; activity change, % at 7.66 µM, hits read low; Giardia lamblia trophozoite viability; in the data active = activity change below about -80%; inconclusive = between about -30% and that limit;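 also: parasites exposed to compound for two days anaerobically before the ATP read; % is scaled to controls: 0 for no effect and ±100 for the full control effect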
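Giardia trophozoites, 100 cells per well, were exposed to compounds for 48 hrs at 37 deg C under anaerobic conditions; viability was then read as ATP content by bioluminescence after 15-30 min at room temperature.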
Tb PFK inh = qHTS Assay to Find Inhibitors of T. brucei phosphofructokinase | AID 485367, 2010 | T. brucei PFK, ADP-Glo luminescence | 330,000 compounds, 0.17% hits | Potency, µM (highest dose often 57.5 µM), without a hit: at the top dose activity, negative = inhibition, hits mostly inhibitors | ATP-dependent 6-phosphofructokinase (Trypanosoma brucei brucei), O15648;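 also: potency is read from the fitted curve at half-maximal effect; 0% = uninhibited 1x PFK enzyme wells and -100% = no-enzyme wells; nearly all actives have a fitted effect of over 60% in size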
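ADP-Glo luminescence quantified ADP after 45 min at room temperature, with 1.25 nM T. brucei PFK, 0.1 mM ATP and 0.5 mM fructose-6-phosphate in pH 8.0 TEA buffer. qHTS titrations up to 57 µM; curves classified by quality.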
A-T KAP1 phos = qHTS Assay for Identifying a Potential Treatment of Ataxia-Telangiectasia. Potency, µM (titrated, usually from 57.5 µM), for inactives: at the highest dose activation, most hits filed as activators. […] A-T fibroblasts, KAP-1 phosphorylation AlphaLISA; neocarzinostatin DNA damage 30 min before lysis. 320,000 compounds, 0.19% hits; also: potency is read from the fitted curve at half-maximal effect; % of control where 0% means no effect; nearly all actives have a fitted effect of over 45% in size
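hTERT-immortalized A-T patient fibroblasts ([…]), 500 cells/well in OPTI-MEM, 1% FBS, got compounds for 60 min, then NCS for 30 min at 37C. Lysates were then assayed for phospho-KAP-1 by AlphaLISA (anti-pKAP1 donor, anti-KAP1 acceptor beads), 6 hr at 25C.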
GALK inhibitor = qHTS Assay for Inhibitors of Human Galactokinase (GALK) | P51570 | Purified GALK, Kinase-Glo residual ATP luminescence | Potency, µM (highest dose often 57.5 µM), for the others: at the top dose activity change, negative = inhibition, most hits filed as inhibitors | 270,000 compounds, 0.007% hits; also: potency is read from the fitted curve at half-maximal effect; % is scaled to controls: 0 for no effect and ±100 for the full control effect
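The enzyme phosphorylates galactose (100 uM) using ATP (35 uM); inhibition is detected as higher residual ATP, quantified by bioluminescence after 1 h reaction at room temperature, pH 8.0.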
Chronic BCR inh = qHTS Assay to Find Inhibitors of Chronic Active B-Cell Receptor Signaling | 340,000 compounds, 0.05% hits | ABC-DLBCL IkBa-CBG/CBR reporter, luminescence ratio, 4 h | Potency, µM (top dose mostly 46.1 µM), for inactives: at the highest dose ratio change, negative = lower green/red ratio, hits mostly inhibitors; active = well fitted inhibition curve with a large enough effect in the signal ratio, with a control signal flat, not every such curve was filed as active; inconclusive = small, poorly fitted or top-dose-only effect, or effect the other way, or a change in a side signal; the % refers to the signal ratio;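 also: potency is read from the fitted curve at half-maximal effect; plate controls were basal doxycycline-induced cells for no effect and cells given 10 µM MG132 for full effect; MG132 reads +100%, hits lower the ratio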
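Cell line TMD8 (human ABC DLBCL), stably expressing tet-inducible CBG68-IkBa fusion and CBR; IMDM/0.5% FBS; cpd up to 46 uM; dox induction, 4 h, 37C/5% CO2; dual luminescence; green/red ratio; MG132 control.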
Coupling enz = qHTS Assay for Inhibitors of Fructose-1,6-bisphosphate Aldolase from Giardia Lamblia: Coupling assay counterscreen; coupling enzyme system counterscreen, AmpLite Red fluorescence; activity change, negative = inhibition, % at 58.2 µM, hits read low; 290,000 compounds, 0.67% hits; AID 2472, 2010; in the data active = activity change below about -30%; also: % is scaled to controls: 0 for no effect and ±100 for the full control effect
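Counterscreen lacking aldolase: glyceraldehyde-3-phosphate coupling-enzyme reagent preincubated 10 min at RT with compound (at 57.5 uM final), then substrate/coupling system with AmpLite Red added; fluorescence read at 525/598 nm after 20 min RT.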
* = called active by the depositor; [ ] = another dose, or the depositor's remark. Unless noted, calls follow the shape of the dose curve; as a rule, active = well fitted curve in the direction sought with a large enough effect; inconclusive = small, poorly fitted or top-dose-only effect, or another doubt; inactive = no such curve, though single readings can be large; an effect the other way counts as inactive or inconclusive.

O=C(O)CSCC(=O)c1ccccc1 was read as TCR activator 1%, CXXC DNA block -4%, KCNH2 WT inh 7, Giardia kill 0, Tb PFK inh 2%, A-T KAP1 phos -17%, GALK inhibitor 5%, Chronic BCR inh 9% and Coupling enz 2.
CN(Cc1ccccc1)C(=O)c1ccc(NC(=O)Cc2cccc(NC(=O)C3CCCN(C(=O)C4CCCC4)C3)c2)cc1 (stereo not drawn) was read as TCR activator 2%, TSHR antagonist 13, KCNH2 WT inh 7, Giardia kill 12, Tb PFK inh 11%, A-T KAP1 phos 32% and Chronic BCR inh 0%.
`CCOc1ccc(C(=O)CCC(=O)N2CCN(c3ccc(O)cc3)CC2)cc1` gave TCR activator -5%, TSHR antagonist 25, KCNH2 WT inh -2, Giardia kill 2, Tb PFK inh 0%, A-T KAP1 phos -11% and Chronic BCR inh -9%.
Screening C=CCN(CC=C)C(=S)NC(=O)c1ccc(OC)cc1 returned TCR activator 2%, TSHR antagonist -2, CXXC DNA block -8%, KCNH2 WT inh -19, Giardia kill -12, Tb PFK inh -5%, A-T KAP1 phos 2%, GALK inhibitor 7%, Chronic BCR inh inconclusive and Coupling enz 3.
Screening COc1cc(S(=O)(=O)NC2CCCCC2)c(C)cc1C returned TCR activator 5%, TSHR antagonist 0, CXXC DNA block -14%, KCNH2 WT inh -1, Giardia kill 4, Tb PFK inh -4%, A-T KAP1 phos 4%, GALK inhibitor 2%, Chronic BCR inh 1% and Coupling enz -3.
CCOc1ccc(C2C(C#N)=C(C)NC3=C2C(=O)c2ccccc23)cc1 (stereo not drawn) was read as TCR activator 4%, TSHR antagonist -9, CXXC DNA block -2%, KCNH2 WT inh -2, Giardia kill 2, Tb PFK inh -11%, A-T KAP1 phos 4%, GALK inhibitor 0%, Chronic BCR inh inconclusive and Coupling enz -8.
COC(C[C@H](O)[C@H](C)[C@H](O)COCc1ccccc1)OC was read as TCR activator -5%, TSHR antagonist 12, CXXC DNA block 1%, KCNH2 WT inh 8, Giardia kill 7, Tb PFK inh 2%, A-T KAP1 phos -6%, GALK inhibitor -3%, Chronic BCR inh 2% and Coupling enz 7.
For Cc1ccc(S(=O)(=O)Nc2cccc(C(=O)N3CCC(C(N)=O)CC3)c2)cc1 the results were TCR activator 4%, TSHR antagonist -12, KCNH2 WT inh -24, Giardia kill -29, Tb PFK inh -1%, A-T KAP1 phos -1% and Chronic BCR inh -1%.
For O=C(Nc1ccc2nsnc2c1)NC1CCCCC1 the results were TCR activator 4%, TSHR antagonist -7, CXXC DNA block 6%, KCNH2 WT inh -30, Giardia kill -8, Tb PFK inh -1%, A-T KAP1 phos 1%, GALK inhibitor 1%, Chronic BCR inh inconclusive and Coupling enz -22.
CC(OC(=O)c1ccco1)C(=O)Nc1ncc(Cl)cc1Cl (stereo not drawn) was read as TCR activator 1%, TSHR antagonist -6, KCNH2 WT inh -3, Giardia kill -19, Tb PFK inh 0%, A-T KAP1 phos 0% and Chronic BCR inh inconclusive.
For CCC(C)NC(=O)c1nn(Cc2ccccc2)c(=O)c2ccccc12 (stereo not drawn) the results were TCR activator 3%, TSHR antagonist 1, CXXC DNA block 8%, KCNH2 WT inh 22, Giardia kill -8, Tb PFK inh -4%, A-T KAP1 phos 4%, GALK inhibitor -2%, Chronic BCR inh inconclusive and Coupling enz 0.
Cc1nn(C2CCS(=O)(=O)C2)c(Cl)c1/C=C/C(=O)OCC(=O)c1cc(C)n(-c2ccc(F)cc2)c1C (stereo not drawn) was read as TCR activator 0%[46.1 µM], TSHR antagonist -11, CXXC DNA block 5%, KCNH2 WT inh 3, Giardia kill -20, Tb PFK inh -2%, A-T KAP1 phos 2%, GALK inhibitor 1%, Chronic BCR inh -2% and Coupling enz -1.
Screening CC1CCCC(C)N1C(=O)COC(=O)c1cc(=O)[nH]c2ccccc12 (stereo not drawn) returned TCR activator -6%[46.1 µM], TSHR antagonist 0, KCNH2 WT inh -1, Giardia kill -17, Tb PFK inh 2%, A-T KAP1 phos -7% and Chronic BCR inh -13%.
`O=C(Cn1cnc2ccccc2c1=O)OCC(=O)c1ccc2c(c1)OCCO2` gave TSHR antagonist 0, CXXC DNA block 2%, KCNH2 WT inh -9, Giardia kill 7, Tb PFK inh 4%, A-T KAP1 phos 6%, GALK inhibitor 4%, Chronic BCR inh -1% and Coupling enz 1.
Screening Cc1ccc(S(=O)(=O)N2CCOCC2)cc1C(=O)OCCOc1cccc(Cl)c1 returned TCR activator -5%, KCNH2 WT inh 1, Giardia kill 17, Tb PFK inh -4%, A-T KAP1 phos 0% and Chronic BCR inh 8%.
Screening COc1ccc(S(=O)(=O)Nc2cccc(S(=O)(=O)NC3=NCCC3)c2)cc1[N+](=O)[O-] returned TCR activator 9%, TSHR antagonist 35, KCNH2 WT inh -3, Giardia kill -6, Tb PFK inh -6%, A-T KAP1 phos 3% and Chronic BCR inh 7%.
O=C1C2C3C=CC(C3)C2C(=O)N1c1ccc(-c2nc3ccccc3c(=O)o2)cc1 (stereo not drawn) was read as TCR activator 3%, TSHR antagonist -1, CXXC DNA block -4%, KCNH2 WT inh -3, Giardia kill -3, Tb PFK inh 1%, A-T KAP1 phos -2%[11.5 µM], GALK inhibitor -4%, Chronic BCR inh -1% and Coupling enz -10.
Screening N#Cc1ccc(C(=O)OCC(=O)Nc2cccc(S(=O)(=O)NC3=NCCC3)c2)cc1 returned TSHR antagonist -11, KCNH2 WT inh -19, Giardia kill 9, Tb PFK inh -12%, A-T KAP1 phos 0% and Chronic BCR inh 1%.
For CCOC(=O)C1CCN(c2c(NCCCN(CC)Cc3ccccc3)c(=O)c2=O)CC1 the results were TCR activator -3%, TSHR antagonist 5, CXXC DNA block -2%, KCNH2 WT inh 23, Giardia kill 4, Tb PFK inh 5%, A-T KAP1 phos 6%, GALK inhibitor 1%, Chronic BCR inh -3% and Coupling enz 4.
Screening COc1ccc(-n2c(NC(=O)c3ccc(Br)o3)c(C#N)c3nc4ccccc4nc32)cc1 returned TSHR antagonist -18, CXXC DNA block 3%, Tb PFK inh 2%, A-T KAP1 phos 17%, GALK inhibitor -14%, Chronic BCR inh inconclusive and Coupling enz -16.

Next section; it opens with the 2 that closed the last part.
For CCOC(=O)C1CCN(c2c(NCCCN(CC)Cc3ccccc3)c(=O)c2=O)CC1 the results were TCR activator -3%, TSHR antagonist 5, CXXC DNA block -2%, KCNH2 WT inh 23, Giardia kill 4, Tb PFK inh 5%, A-T KAP1 phos 6%, GALK inhibitor 1%, Chronic BCR inh -3% and Coupling enz 4.
Screening COc1ccc(-n2c(NC(=O)c3ccc(Br)o3)c(C#N)c3nc4ccccc4nc32)cc1 returned TSHR antagonist -18, CXXC DNA block 3%, Tb PFK inh 2%, A-T KAP1 phos 17%, GALK inhibitor -14%, Chronic BCR inh inconclusive and Coupling enz -16.
For COc1ccc(NC(=O)CCN2CCCC(C)C2)cc1 (stereo not drawn) the results were TCR activator 9%[46.1 µM], TSHR antagonist 0, CXXC DNA block 6%, KCNH2 WT inh 5, Giardia kill 1, Tb PFK inh -3%, A-T KAP1 phos -9%, GALK inhibitor -1%, Chronic BCR inh inconclusive and Coupling enz 1.
`CCN=c1sc(C(=O)OC)cc(=O)n1CC` gave TSHR antagonist 6, CXXC DNA block -14%, KCNH2 WT inh -5, Giardia kill -18, Tb PFK inh 2%, A-T KAP1 phos -2%, GALK inhibitor 0%, Chronic BCR inh inconclusive and Coupling enz 3.
For NNC(=O)CSc1nnc(-c2ccccc2)n1-c1ccccc1 the results were TCR activator -13%, TSHR antagonist 1, CXXC DNA block 6%, KCNH2 WT inh 2, Giardia kill -15, Tb PFK inh -5%, A-T KAP1 phos 0%, GALK inhibitor 3%, Chronic BCR inh inconclusive and Coupling enz -1.
Screening CCCn1c(N)c(C(=O)CN2CCN(S(=O)(=O)c3cccc(Cl)c3)CC2)c(=O)[nH]c1=O returned TCR activator 2%, TSHR antagonist -5, KCNH2 WT inh inconclusive, Giardia kill -14, Tb PFK inh 0%, A-T KAP1 phos 4% and Chronic BCR inh inconclusive.

From PubChem
